# Scp1 inh: Scp-1 phosphatase inhibitors, primary screen, biochemical, colorimetric, uHTS; Carboxy-terminal domain RNA polymerase II polypeptide A small phosphatase 1 (Homo …; Recombinant Scp1, phosphopeptide, malachite green phosphate absorbance; inhibition, % at 20 µM; hit rate 0.88% among 340,000;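 active means inhibition above about 50% at 20 µM, limit read from the data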;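 further: plate controls were DMSO wells with enzyme for no effect and wells lacking enzyme for full effect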
#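 System: SCP-1 catalytic domain; Reagent: Phospho 17-mer peptide substrate; Doses: one concentration, 20 µM, with 1.0% DMSO; Incubation: 45 min room-temperature reaction, 5 min colour, 30 min stabiliser; Signal: Phosphate-binding colour reagent, absorbance read at 630 nm.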
# STEP inh: STEP phosphatase inhibitors, primary screen, biochemical, fluorescence intensity, uHTS; hit rate 0.25% among 360,000; recombinant STEP, OMFP fluorogenic substrate; inhibition, % at 20 µM; Tyrosine-protein phosphatase non-receptor type 5 (Homo sapiens), P54829;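 active means inhibition at 20 µM, scaled per plate between control wells, above about 37%, limit read from the data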;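 further: 0% = DMSO with enzyme and substrate and 100% = substrate only without enzyme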
#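 System: STEP phosphatase, cell-free reaction; Buffer or medium: Bis-Tris pH 6.0 buffer with DTT, detergent; Incubation: 20 min at room temperature, dark; Measured by: fluorescence, 480/540 nm.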
# PABP1 MLLE inh: inhibitors of PABP1 MLLE–PAM2 peptide binding, primary screen, biochemical, fluorescence polarization, FITC-PAM2, GST-MLLE | AID 588489, 2011 | inhibition, % at 20 µM | hit rate 0.36% among 360,000 | Polyadenylate-binding protein 1 (Homo sapiens), P11940; in the data active means inhibition above about 35%, passing the limit was not always enough;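 further: plate controls were DMSO wells with GST-MLLE for no effect and wells lacking GST-MLLE protein for full effect; some results filed as inactive read as strong as hits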
# Target sequence (P11940 whole entry, looked up): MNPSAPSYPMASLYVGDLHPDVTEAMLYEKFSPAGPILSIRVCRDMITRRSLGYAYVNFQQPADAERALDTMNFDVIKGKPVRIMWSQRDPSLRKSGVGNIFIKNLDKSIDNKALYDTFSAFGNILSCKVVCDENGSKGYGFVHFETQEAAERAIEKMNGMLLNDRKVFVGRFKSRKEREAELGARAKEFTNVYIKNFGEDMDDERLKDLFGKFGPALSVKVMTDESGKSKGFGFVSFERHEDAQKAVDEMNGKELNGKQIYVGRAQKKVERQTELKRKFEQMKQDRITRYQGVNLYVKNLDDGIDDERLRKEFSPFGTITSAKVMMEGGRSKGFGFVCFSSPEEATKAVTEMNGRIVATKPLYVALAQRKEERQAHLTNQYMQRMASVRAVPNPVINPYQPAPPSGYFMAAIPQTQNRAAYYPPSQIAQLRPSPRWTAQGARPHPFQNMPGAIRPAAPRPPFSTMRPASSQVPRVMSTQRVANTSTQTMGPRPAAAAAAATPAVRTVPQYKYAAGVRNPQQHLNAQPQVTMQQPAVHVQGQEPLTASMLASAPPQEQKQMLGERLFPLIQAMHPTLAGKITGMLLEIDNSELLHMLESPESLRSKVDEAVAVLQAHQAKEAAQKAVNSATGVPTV
# LMPTP block: LMPTP phosphatase inhibitors, primary screen, biochemical, fluorescence intensity, uHTS; recombinant LMPTP-A, OMFP fluorogenic substrate; inhibition, % at 20 µM; hit rate 0.22% among 360,000; AID 651560, 2012;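 active means compounds that cut the enzyme signal by at least half of the control window in the single-dose screen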;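 further: plate controls were DMSO wells with enzyme plus substrate for no effect and substrate without enzyme for full effect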
#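 Material: LMPTP-A; amount: 0.625 nM enzyme; doses: single 20 µM dose; times: reaction 50 min, room temperature, dark; technique: fluorescence intensity of OMFP turnover product; benchmarks: no-enzyme and uninhibited controls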
# DNMT1 inh: human DNMT1 methyltransferase inhibitors, primary screen, biochemical, molecular beacon, fluorescence, HinP1I cleavage, uHTS; inhibition (reported as % activation of signal), % at 10 µM; hit rate 0.83% among 360,000; in the data active means inhibition above about 50%
# Rpn11 inh: Rpn11 (PSMD14) deubiquitinase inhibitors, primary screen, biochemical, fluorescence polarization, uHTS | calls only at 20 µM | human 26S proteasome, Ub4-pepOG fluorescence polarization; 20S core pre-blocked with epoxomicin | hit rate 0.59% among 360,000 | 26S proteasome non-ATPase regulatory subunit 14 (Homo sapiens), O00487;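 active means inhibition at 20 µM, scaled to each plate's controls, above about 33%, limit read from the data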
# Target sequence (O00487 whole entry, looked up): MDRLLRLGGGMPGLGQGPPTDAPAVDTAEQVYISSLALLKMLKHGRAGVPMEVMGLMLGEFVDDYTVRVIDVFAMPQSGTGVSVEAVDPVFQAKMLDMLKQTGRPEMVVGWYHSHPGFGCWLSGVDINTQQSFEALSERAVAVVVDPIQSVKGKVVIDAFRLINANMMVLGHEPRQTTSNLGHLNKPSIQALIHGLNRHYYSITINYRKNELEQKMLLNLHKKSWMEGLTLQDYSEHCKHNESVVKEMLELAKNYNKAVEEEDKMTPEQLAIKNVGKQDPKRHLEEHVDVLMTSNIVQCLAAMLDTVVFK
# CSN inh: inhibitors of CSN-mediated cullin deneddylation, primary screen, biochemical, fluorescence polarization, uHTS | COP9 signalosome complex subunit 5 (Homo sapiens), Q92905 | Purified CSN, SCF-Nedd8-OG deneddylation | hit rate 0.38% among 360,000 | inhibition, % at 12.5 µM;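 active means pattern-corrected inhibition above about 35%, with an unprinted fluorescence ratio check between 0.5 and 1.5, limit read from the data, passing the limit was not always enough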;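 further: 0% = enzyme with substrate and 100% = substrate without enzyme; some results filed as inactive read as strong as hits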
#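 test system = HEK293T-derived human Csn5 enzyme | amount = 0.24 nM Csn5 enzyme, final concentration | medium = Tris/NaCl/DTT buffer, pH 7.5 | schedule = 90 min reaction at room temperature | signal = FP | evaluation = inhibition of Csn5 cleavage, % | compound dosing = single dose of 12.5 µM compound with 0.25% DMSO | probe or stimulus = 10 nM SCFSkp2-Nedd8OG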
# NadD inh: inhibitors of S. aureus NadD, primary screen, biochemical, colorimetric, uHTS. Nicotinate-nucleotide adenylyltransferase NadD (Staphylococcus aureus N315). purified NadD enzyme, colorimetric absorbance read-out. inhibition, % at 20 µM. hit rate 0.78% among 360,000. AID 602399, 2012; in the data active means inhibition above about 26%; further: some compounds past the cut are filed as inactive
# Tb MetRS inh: T. brucei MetRS inhibitors, primary screen, biochemical, luminescence; purified T. brucei MetRS, ATP depletion, Kinase-Glo luminescence; inhibition, % at 11.9 µM; hit rate 0.4% among 360,000; methionyl-tRNA synthetase (Trypanosoma brucei brucei);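 active means inhibition above a per-plate cutoff of the control wells' mean inhibition plus 3 SD, cut at about 5.5% in these data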;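 further: 0% = DMSO wells median and 100% = median of wells with control inhibitor compound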
#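 Test system: purified T. brucei MetRS enzyme. Also added: ATP, methionine and E. coli bulk tRNA substrates. Compound: 11.9 µM single point. Schedule: 15 min enzyme-compound preincubation, 2 h reaction, 10 min detection, 25 °C. Signal: luciferase luminescence of residual ATP, Kinase-Glo. Evaluation: percent inhibition versus plate control medians. Controls: DMSO wells, low control.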
# SUMO1 PPI mod: modulators of SUMO1 protein-protein interactions, primary screen, biochemical, uHTS. Small ubiquitin-related modifier 1 (Homo sapiens), P63165. SUMO1 binding to a labelled peptide, TR-FRET, 1 h. inhibition, % at 20 µM. hit rate 0.33% among 360,000; in the data active means inhibition above about 37%
# The depositor's hits bear a star; i = inactive; · = no result given.
# Start of the data: the first two compounds (preview)
# Short keys – A = Scp1 inh; B = STEP inh; C = PABP1 MLLE inh; D = LMPTP block; E = DNMT1 inh; F = Rpn11 inh; G = CSN inh; H = NadD inh; I = Tb MetRS inh; J = SUMO1 PPI mod
smiles: CC(=O)Nc1ccc(N=Cc2c(O)c3ccccc3oc2=O)cc1
  A: -7; B: 2; C: 3; D: -0.6; E: -5; F: i; G: 6; H: -1; I: -0.9; J: -15

smiles: CN1CC[n+]2c(CN3C(=O)c4ccccc4C3=O)csc21
  A: 14; B: -2; C: -115; D: -0.8; E: 3; F: i; G: 1; H: 9; I: -1.9; J: -5

# The list itself, repeating the preview:
# Short keys – A = Scp1 inh; B = STEP inh; C = PABP1 MLLE inh; D = LMPTP block; E = DNMT1 inh; F = Rpn11 inh; G = CSN inh; H = NadD inh; I = Tb MetRS inh; J = SUMO1 PPI mod
smiles: CC(=O)Nc1ccc(N=Cc2c(O)c3ccccc3oc2=O)cc1
  A: -7; B: 2; C: 3; D: -0.6; E: -5; F: i; G: 6; H: -1; I: -0.9; J: -15

smiles: CN1CC[n+]2c(CN3C(=O)c4ccccc4C3=O)csc21
  A: 14; B: -2; C: -115; D: -0.8; E: 3; F: i; G: 1; H: 9; I: -1.9; J: -5

smiles: COc1ccc(CCn2c(NN)nc3c2c(=O)[nH]c(=O)n3C)cc1
  A: 20; B: 28; C: 3; D: 7.1; E: 75*; F: i; G: 0; H: 8; I: -0.7; J: -10

smiles: Cc1ccc(S(=O)(=O)NCCC(=O)NC2CCCCC2C)cc1 (stereo not drawn)
  A: -7; B: 3; C: -10; D: -1.1; E: 0; F: i; G: 2; H: -7; I: 0.2; J: 0

smiles: CCCCC/S(CC1CC1(Cl)Cl)=N\S(=O)(=O)c1ccc(C)cc1 (stereo not drawn)
  A: -5; B: 1; C: -14; D: -0.1; E: -3; F: i; G: -11; H: -4; I: -0.5; J: -1

smiles: CCC(=O)NC(Nc1ccccn1)(C(=O)OC)C(F)(F)F (stereo not drawn)
  A: -1; B: 0; C: 1; D: 0.9; E: -1; F: i; G: -3; H: -2; I: -0.4; J: 4

smiles: O=c1cc(-c2ccccc2)n(S(=O)(=O)c2ccc3ccccc3c2)o1
  A: -6; B: 0; C: 1; D: -1.3; E: 0; F: i; G: 4; H: 12; I: -0.1; J: -5

smiles: O=[N+]([O-])c1ccc(COc2ccccc2CN2CCCC2)cc1
  A: -8; B: 1; C: 5; D: 19; E: -4; F: i; G: 1; H: 7; I: 0.0; J: -31

smiles: Cc1ccccc1NC(=O)CN(c1ccc(F)cc1)S(C)(=O)=O
  A: 3; B: -5; C: -5; D: -0.4; E: 0; F: i; G: -4; H: -1; I: -1.2; J: 0

smiles: Cc1[nH]c2ccccc2c1C(=O)CSC(=S)N1CCCCC1
  A: -16; B: -3; C: 6; D: 1.0; E: -6; F: i; G: -4; H: -8; I: 1.6; J: 4

smiles: Cc1ccc(-c2sc(C(=O)NN)c(C)c2C#N)cc1
  A: -9; B: 2; C: -14; D: 0.8; E: -1; F: i; G: -2; H: 6; I: -0.4; J: -27

smiles: COc1cc(/C=C/CO)cc(OC)c1O[C@@H]1O[C@H](CO)[C@@H](O)[C@H](O)[C@H]1O
  A: -4; B: -4; C: 15; D: -1.0; E: 0; F: i; G: -3; H: -1; I: -0.4; J: 4

smiles: COc1ccc(C2=CN3CCCCC3CC2=O)cc1OC (stereo not drawn)
  A: -6; B: -1; C: 2; D: -0.6; E: 1; F: i; G: -7; H: -1; I: -0.3; J: -11

smiles: C[C@H](CO)N1C[C@H](C)[C@@H](CN(C)S(=O)(=O)c2ccc3c(c2)OCCCO3)OCc2cnnn2CCCC1=O
  A: ·; B: 6; C: -1; D: -1.1; E: 3; F: i; G: -3; H: 3; I: -0.4; J: 0

smiles: O=C(c1cccc(C(=O)N2CCN(Cc3ccccc3)CC2)c1)N1CCN(Cc2ccccc2)CC1
  A: 0; B: 0; C: -10; D: -2.8; E: -1; F: i; G: -1; H: 2; I: -1.6; J: 4

smiles: O=C1N/C(=N\S(=O)(=O)c2ccccc2)S/C1=C\c1cc([N+](=O)[O-])ccc1O
  A: -7; B: 2; C: -111; D: 1.0; E: 1; F: ·; G: 32; H: 1; I: 1.9; J: 6

smiles: c1ccc(-c2oc3ncnc(NCCCN4CCOCC4)c3c2-c2ccccc2)cc1
  A: -4; B: 0; C: 5; D: 1.0; E: -8; F: i; G: 11; H: -7; I: -0.6; J: -10

smiles: CC(C)(C)C(=O)Nc1sc2c(c1C#N)CCC2
  A: -4; B: -1; C: 0; D: -1.1; E: 3; F: i; G: -9; H: -12; I: 0.9; J: -3

smiles: Cc1ccc(NC(=O)c2cc(-c3ccc(F)cc3)on2)cc1C
  A: -7; B: -5; C: 2; D: -0.2; E: 2; F: i; G: -2; H: -4; I: -0.2; J: 5

smiles: O=C(COC(=O)CCc1nc2ccccc2c(=O)[nH]1)Nc1ccc(OC(F)(F)F)cc1
  A: -7; B: -1; C: -15; D: 0.1; E: 2; F: i; G: -2; H: -3; I: -0.3; J: 5

smiles: CCOC(=O)c1c(N)nn(C(=O)c2ccccc2F)c1-c1ccc(OC)cc1
  A: -4; B: 1; C: 1; D: -1.5; E: 0; F: i; G: 4; H: -10; I: -0.4; J: 6

smiles: CCCN1C(=O)SC(CC(=O)Nc2ccc(C)cc2)C1=O (stereo not drawn)
  A: 3; B: 0; C: 45*; D: 0.5; E: 0; F: i; G: 25; H: 4; I: 0.2; J: -6

smiles: Cc1ccc(C(=O)Nc2ccccc2C(=O)NC2CCCCC2)cc1S(=O)(=O)N1CCOCC1
  A: -6; B: -13; C: -1; D: -0.8; E: -1; F: i; G: -2; H: -11; I: -0.4; J: 2

smiles: Cn1cccc1CC(=O)NNC(=S)Nc1ccccc1Cl
  A: -6; B: -1; C: 23; D: -0.9; E: -6; F: i; G: -1; H: -3; I: 0.1; J: 4

smiles: O=C(Nc1c2c(nn1-c1ccc(F)cc1)CS(=O)C2)C12CC3CC(CC(C3)C1)C2 (stereo not drawn)
  A: 12; B: -4; C: 1; D: 0.8; E: 0; F: i; G: 3; H: -1; I: 0.8; J: 2

# Eight entries out of the list, sorted by SMILES length, highest first:
# Short keys – A = Scp1 inh; B = STEP inh; C = PABP1 MLLE inh; D = LMPTP block; E = DNMT1 inh; F = Rpn11 inh; G = CSN inh; H = NadD inh; I = Tb MetRS inh; J = SUMO1 PPI mod
smiles: O=C1N/C(=N\S(=O)(=O)c2ccccc2)S/C1=C\c1cc([N+](=O)[O-])ccc1O
  A: -7; B: 2; C: -111; D: 1.0; E: 1; F: ·; G: 32; H: 1; I: 1.9; J: 6

smiles: Cc1ccc(C(=O)Nc2ccccc2C(=O)NC2CCCCC2)cc1S(=O)(=O)N1CCOCC1
  A: -6; B: -13; C: -1; D: -0.8; E: -1; F: i; G: -2; H: -11; I: -0.4; J: 2

smiles: O=C(COC(=O)CCc1nc2ccccc2c(=O)[nH]1)Nc1ccc(OC(F)(F)F)cc1
  A: -7; B: -1; C: -15; D: 0.1; E: 2; F: i; G: -2; H: -3; I: -0.3; J: 5

smiles: CCOC(=O)c1c(N)nn(C(=O)c2ccccc2F)c1-c1ccc(OC)cc1
  A: -4; B: 1; C: 1; D: -1.5; E: 0; F: i; G: 4; H: -10; I: -0.4; J: 6

smiles: Cc1ccc(NC(=O)c2cc(-c3ccc(F)cc3)on2)cc1C
  A: -7; B: -5; C: 2; D: -0.2; E: 2; F: i; G: -2; H: -4; I: -0.2; J: 5

smiles: CCCN1C(=O)SC(CC(=O)Nc2ccc(C)cc2)C1=O (stereo not drawn)
  A: 3; B: 0; C: 45*; D: 0.5; E: 0; F: i; G: 25; H: 4; I: 0.2; J: -6

smiles: Cn1cccc1CC(=O)NNC(=S)Nc1ccccc1Cl
  A: -6; B: -1; C: 23; D: -0.9; E: -6; F: i; G: -1; H: -3; I: 0.1; J: 4

smiles: CC(C)(C)C(=O)Nc1sc2c(c1C#N)CCC2
  A: -4; B: -1; C: 0; D: -1.1; E: 3; F: i; G: -9; H: -12; I: 0.9; J: -3

# Compound activity as filed in PubChem BioAssay.
